# NCI-60 one-dose screen, 48 h, at 10 µM unless noted. Numbers give growth in % (100 = growth as untreated, 0 = no growth, -100 = all killed).
# RPMI-8226: RPMI-8226 leukemia cells | 77,000 compounds, 7.5% hits
# K-562: K-562 leukemia | 78,000 compounds, 7.4% hits | AID 1794777
# EKVX: EKVX NSCLC | AID 1794765 | 71,000 compounds, 3% hits
# HOP-92: HOP-92 NSCLC cells | 71,000 compounds, 6.3% hits
# MOLT-4: MOLT-4 leukemia cells; 80,000 compounds, 6.9% hits
# HOP-62: HOP-62 NSCLC; 80,000 compounds, 3.9% hits; AID 1794735
# Active calls of the source: *; x = not tested or not shown. Rule for the calls: active = growth percent below 10; inactive = the rest. Only part of the results is shown; count on the stated rates, not on these rows.
SMILES,RPMI-8226,K-562,EKVX,HOP-92,MOLT-4,HOP-62
CCN(CC)CCO/N=C1\CC2C3CCC(=O)C3(C)CCC2C2(C)CCC(=O)C=C12 (centres undefined),x,x,89,x,x,96
CCCCC1C(=O)NC(=O)NC1=O,104,x,112,84,x,x
C[CH2][Pb]([CH2]C)([CH2]C)[O]C(=O)COc1ccccc1,x,4.9*,x,x,-27*,-9.0*
Cc1ccc2[nH]c(=S)n(-c3ccccc3)c(=O)c2c1,x,93,x,x,96,98

# Already shown: an excerpt of the list.
SMILES,RPMI-8226,K-562,EKVX,HOP-92,MOLT-4,HOP-62
C[CH2][Pb]([CH2]C)([CH2]C)[O]C(=O)COc1ccccc1,x,4.9*,x,x,-27*,-9.0*
Cc1ccc2[nH]c(=S)n(-c3ccccc3)c(=O)c2c1,x,93,x,x,96,98

# Assay outcomes deposited in PubChem by NCI.
